# Compound activity (PubChem)
# Mcl1 Bid PPI = disrupts binding of human Mcl-1 to Bid peptide; Q07820; TR-FRET Mcl-1/Bid-Dy647 peptide binding, 1536-well; inhibition, % at 21.7 µM; actives 0.97% (n = 220,000);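 active means compounds that cut the binding signal by more than half at the single screening dose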;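 further: His-tagged Mcl-1 with europium anti-His antibody binding Bid BH3 peptide; 0% = Mcl-1 plus peptide wells and 100% = peptide-only wells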
# Target sequence (Q07820 whole entry, looked up): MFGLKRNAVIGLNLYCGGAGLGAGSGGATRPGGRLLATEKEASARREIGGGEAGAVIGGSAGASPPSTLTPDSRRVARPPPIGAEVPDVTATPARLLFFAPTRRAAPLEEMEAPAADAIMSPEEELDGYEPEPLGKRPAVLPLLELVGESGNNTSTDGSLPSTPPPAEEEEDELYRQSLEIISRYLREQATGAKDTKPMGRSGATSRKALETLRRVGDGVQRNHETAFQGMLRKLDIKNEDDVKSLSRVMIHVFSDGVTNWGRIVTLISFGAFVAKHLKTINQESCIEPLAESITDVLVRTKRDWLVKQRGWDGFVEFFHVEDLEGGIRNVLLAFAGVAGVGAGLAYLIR
# Pf gametocyte = inhibitors of late stage P. falciparum gametocyte viability | inhibition, % at 10.9 µM | P. falciparum stage V gametocytes, ATP luminescence, 24 h | AID 743093 | actives 0.065% (n = 150,000);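 active means inhibition above the mean plus 3 SD of compounds within the control limits, set per campaign, cut at about 38% in these data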;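 further: 0% = DMSO wells and 100% = medium only without gametocytes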
# Rac1 wt GTP bind = alters GTP binding to wildtype human Rac1; P63000; GST-Rac1 beads, fluorescent GTP binding, flow cytometry; actives lie on both sides; 0 = cold GTP competed, 100 = untreated; GTP binding activity (% of control), % at 10 µM; actives 0.27% (n = 190,000);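 active means GTP binding activity at least 20 points away from the 100% control level, either lower or higher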
# GSH fluor = GSH bead compound fluorescence profile; GSH beads flow cytometry, compound fluorescence 488/530 nm; stronger effect = higher value; fluorescence (KMESF) at 10 µM; actives 0.25% (n = 190,000); in the data active means fluorescence above about 89;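 further: glutathione beads carrying GST-tagged Bcl family fusion proteins plus one bare bead set; values are compound well signal with DMSO vehicle wells as background; inactives centre near 16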
# Avidin fluor = compound fluoresces at 488/530 nm on avidin beads; compound fluorescence 488/530 nm, flow cytometry; stronger effect = higher value; AID 1775; actives 0.38% (n = 220,000); fluorescence (KMESF) at 10 µM; in the data active means fluorescence above about 47; further: inactives centre near 10
# Rab2 wt GTP = changes GTP binding to wildtype dog Rab2A, up or down; actives 0.19% (n = 190,000); GTP binding activity, % at 10 µM; P61105; GST-Rab2 wt beads, Bodipy-GTP binding, flow cytometry;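 active means GTP binding activity at least 20 points away from 100%, either lowered or raised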;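 further: 0% = beads with excess unlabeled GTP and 100% = no-compound control corrected for plate trend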
# HRas wt GTP = modulators of GTP binding to human HRas wildtype; AID 759; GTP binding activity, % at 10 µM; P01112; actives 0.14% (n = 190,000); GST-Ras wt beads, Bodipy-FL-GTP binding, flow cytometry; actives lie on both sides;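 active means GTP binding activity at least 20% away from the 100% baseline, either lowered as inhibitor or raised as activator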;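 further: 0% = unlabeled GTP competition control and 100% = no-compound control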
# Target sequence (P01112 whole entry, looked up): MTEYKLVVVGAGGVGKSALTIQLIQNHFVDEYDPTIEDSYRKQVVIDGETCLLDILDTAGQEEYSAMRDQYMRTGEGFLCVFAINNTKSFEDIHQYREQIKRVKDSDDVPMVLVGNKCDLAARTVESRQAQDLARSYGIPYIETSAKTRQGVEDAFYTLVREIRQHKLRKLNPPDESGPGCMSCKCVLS
# Rac1 act GTP bind = modulators of GTP binding to human Rac1 activated mutant; percent activity (GTP binding), % at 10 µM; P63000; GST-Rac1 activated beads, fluorescent GTP binding, flow cytometry; actives lie on both sides; 100% means binding = to untreated wells; actives 0.11% (n = 190,000);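 active means GTP binding at least 20 percentage points away from the 100% baseline, in either direction, so actives lie on both sides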
# Cdc42 wt = human Cdc42 wildtype GTP binding change, either direction | P60953 | GST-Cdc42 beads, Bodipy-GTP binding, flow cytometry; actives lie on both sides | percent activity (GTP binding), % at 10 µM | actives 0.2% (n = 190,000);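 active means percent activity GTP binding at least 20 points away from the 100% baseline, either down as inhibitor or up as activator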;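 further: median bead fluorescence of bound Bodipy-FL-GTP at 100 nM; 0% = excess unlabeled GTP control and 100% = no compound control; below 100% means less GTP binding so inhibitor and above means activator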
# Target sequence (P60953 whole entry, looked up): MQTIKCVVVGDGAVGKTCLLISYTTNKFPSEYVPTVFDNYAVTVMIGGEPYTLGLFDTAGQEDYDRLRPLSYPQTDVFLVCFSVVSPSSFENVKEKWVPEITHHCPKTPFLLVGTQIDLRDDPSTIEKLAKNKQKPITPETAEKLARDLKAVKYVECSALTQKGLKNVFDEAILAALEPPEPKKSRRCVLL
# Rab7 wt GTP bind = alters GTP binding to wildtype dog Rab7 | actives 0.055% (n = 190,000) | GTP binding activity (percent of control), % at 10 µM | GST-Rab7 beads, fluorescent GTP binding, flow cytometry; actives lie on both sides; untreated = 100%, excess cold GTP = 0%;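 active means fluorescent GTP binding to Rab7 beads changed by at least 20 points from the 100% baseline, either direction, mostly lower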;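 further: median green fluorescence of bound Bodipy-FL-GTP per Rab7 bead population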
# Mcl1 Noxa PPI = disrupts binding of human Mcl-1 to Noxa peptide; Q07820; TR-FRET Mcl-1/Noxa peptide binding, 2 h; inhibition, % at 21.7 µM; actives 1.5% (n = 220,000);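 active means compounds that cut the protein-peptide binding signal by more than 50% relative to plate controls in a single-dose test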;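 further: His-tagged Mcl-1 with rhodamine Noxa BH3 peptide and terbium anti-His antibody; 0% = Mcl-1 plus Noxa peptide wells and 100% = peptide-only wells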
# * = called active by the depositor; nt = no result given.
SMILES,Mcl1 Bid PPI,Pf gametocyte,Rac1 wt GTP bind,GSH fluor,Avidin fluor,Rab2 wt GTP,HRas wt GTP,Rac1 act GTP bind,Cdc42 wt,Rab7 wt GTP bind,Mcl1 Noxa PPI
O=C(CCCc1ccccc1)NCc1cn2ccsc2n1,-13,nt,106,24,7,103,106,101,103,103,5
O=C(NCc1ccc(F)cc1)C1CCN(c2cnccn2)CC1,-35,2,104,13,12,96,95,99,95,96,14
COc1cc(OC)cc(-c2nc3ccccc3s2)c1,-10,-14,98,14,32,98,99,98,99,97,5
CCc1ccc(C2CC(c3ccc(F)cc3)Nc3nc(N)nn32)cc1 (stereo not given),-12,nt,98,15,7,99,99,99,100,97,16
CC(C)(C)OC(=O)N1CCC(c2cc(=O)n3[nH]cc(C(=O)NC4CCCC4)c3n2)CC1,-32,nt,100,15,6,98,95,96,99,96,-13
CC1(C)CC(=O)C(C=NCCN2CCN(C(=S)NC3CCCCC3)CC2)=C(O)C1,-66,nt,103,3,3,99,100,102,101,97,-18
Cc1ccc(NC2=NC(C(=O)Nc3ccc(C)c(C)c3)CC(=O)N2)cc1 (stereo not given),-5,14,105,35,13,100,102,99,103,100,6
Nc1nc(N2CCN(C/C=C/c3ccccc3)CC2)nc2ccccc12,24,1,97,22,25,95,94,96,96,95,23
Cc1ccc(C)c(S(=O)(=O)n2cnc3ccccc32)c1,10,nt,99,28,0,101,99,99,99,100,1
CCOC(=O)c1cnc(-c2ccccc2)nc1Oc1ccc(Cl)cc1,-19,nt,101,18,5,103,105,102,100,97,0
CCOC(=O)N1CCN(C(=O)CSc2ccc(-c3ccncc3)nn2)CC1,-17,nt,98,29,27,96,97,98,100,95,15
Cc1ccc(NCc2nnc(SCC(=O)Nc3ncc(C)s3)n2Cc2ccco2)c(C)c1,-9,-12,102,24,25,99,99,99,101,99,11
N=C1C(c2ccccc2)=C(O)CN1c1ccc2c(c1)OCO2,-36,-25,104,25,12,108,106,101,105,101,42
N#C/C(=C/c1cccc(C(F)(F)F)c1)c1nc(CCN2C(=O)c3ccccc3C2=O)cs1,0,-8,99,21,22,98,101,97,99,98,-12
CCCCOCP(=O)(CCCC)COCCCC,10,-5,92,28,1,95,96,93,94,94,38
CCc1cc(OCCCSc2nc(C)cc(=O)[nH]2)ccc1Cl,-20,nt,97,5,8,94,97,96,99,92,-10
O=C(CN1C(=O)c2ccccc2S1(=O)=O)NCCSC1CCCCC1,-15,-3,99,36,9,99,99,98,96,101,14
CN(CC(=O)O/N=C(\N)c1cccc([N+](=O)[O-])c1)S(=O)(=O)c1ccccc1,-2,-9,100,13,11,99,98,97,101,98,11
COc1ccc(C(=O)ON=C2C=C(C)C(=O)C(C)=C2)cc1,-35,-21,99,10,9,96,95,96,91,100,-1
COc1ccc(NC(=O)CC(c2ccc(F)cc2)c2ccc(OC(C)C)cc2)cc1 (stereo not given),-1,2,99,17,16,97,98,97,97,97,15
O=C(CCCOc1ccc(Cl)cc1)Nc1ccc(N2CCOCC2)cc1,-61,-13,98,13,12,100,99,94,99,105,19
COCCn1c(N)c(C(=O)OCc2ccccc2)c2nc3ccccc3nc21,0,-2,96,10,36,97,98,97,99,99,10
O=S(=O)(NCc1ccco1)c1ccc(Cl)nc1,-38,nt,103,9,2,102,100,102,100,103,6
Cc1cc2cc(CCNC(=O)c3cccc([N+](=O)[O-])c3)c(=O)[nH]c2cc1C,13,nt,110,10,0,99,102,101,105,99,1
CCS(=O)(=O)N1CCN(c2ccc([N+](=O)[O-])c(NCc3ccccc3)c2)CC1,-9,11,102,20,5,103,101,101,104,100,2
# Next results follow:
SMILES,Mcl1 Bid PPI,Pf gametocyte,Rac1 wt GTP bind,GSH fluor,Avidin fluor,Rab2 wt GTP,HRas wt GTP,Rac1 act GTP bind,Cdc42 wt,Rab7 wt GTP bind,Mcl1 Noxa PPI
NC(=O)COc1c(-c2ccco2)oc2ccccc2c1=O,-21,-1,95,11,3,96,95,93,96,96,-1
COc1ccccc1NC(=O)N(CCN1CCOCC1)Cc1cc2cc(C)cc(C)c2[nH]c1=O,-13,12,100,26,12,96,97,94,95,98,-4
CCOc1ccc(-c2n[nH]c(C)c2-c2ccccn2)c(O)c1,-40,6,96,11,8,97,95,96,95,105,-1
CN(C)C=NC(=O)c1cc(C(=O)c2ccc(Cl)cc2Cl)c[nH]1,-22,19,100,14,10,96,98,97,96,104,-3
Cc1cc(=O)oc2cc(OCC(=O)NCCCN3CCOCC3)ccc12,-7,-11,105,19,5,102,102,100,106,101,15
COc1ccc(S(=O)(=O)N2CCC(C(=O)Nc3cccc(C(C)=O)c3)CC2)cc1,0,7,107,20,22,99,99,97,97,100,7
Cc1ccccc1C(OCCN(C(C)C)C(C)C)c1ccccc1 (stereo not given),40,17,106,13,14,102,104,102,103,100,36
O=C(CC1SC(=NCC2CCCO2)NC1=O)Nc1cc([N+](=O)[O-])ccc1Cl (stereo not given),-8,11,93,13,11,95,96,96,95,96,-11
N[C@@H](Cc1ccc(O)c(I)c1)C(=O)O,-11,nt,101,22,10,98,98,100,100,97,-4
CCn1ncc(N(C)N)c(Cl)c1=O,-35,29,95,15,9,93,95,94,95,98,2
COc1cc(C(=O)Oc2ccccc2)ccc1OCc1c(C)noc1C,-19,nt,96,23,14,96,97,91,98,96,9
COc1ccc(-c2nc(C#N)c(N3CCC(C(N)=O)CC3)o2)cc1OC,21,-8,99,11,25,97,97,100,100,95,-9
CC(=O)N1CCc2cc(S(=O)(=O)CCC(=O)NCc3cccs3)ccc21,-10,nt,106,12,8,100,100,99,103,99,2
Cc1ccc(C(=O)Oc2ccc(-c3nccc(-c4ccccn4)n3)cc2)cc1,55*,3,94,20,31,98,98,92,97,96,-53
CC(C)(C)NC(=O)c1nn(Cc2ccccc2)c(=O)c2ccccc12,-15,18,102,11,6,97,99,95,96,96,10
Cc1cc(Nc2c(C#N)c(N)nn2C)ccc1F,-15,nt,100,18,9,98,98,97,98,99,19
O=C(NCc1ccco1)c1noc2c1CCCC2,-42,29,102,16,6,100,99,99,101,100,25
O=C(CCCc1ccccc1)NCCC1=CCCCC1,-18,-7,98,14,12,97,97,96,99,100,-6
COc1ccc(Br)cc1CNC(=O)CCCc1cn(C)c2ccccc12,-9,nt,103,12,6,101,102,99,101,100,8
CCS(=O)(=O)N1Cc2ccccc2CC1C(=O)N1CCN(c2ccccc2)CC1 (stereo not given),-58,8,103,18,36,105,103,103,104,105,10
Cn1c(=O)[nH]c(=O)c2c1nc(Br)n2CC(O)COc1ccccc1 (stereo not given),-38,nt,114,52,11,100,104,96,102,105,1
Cc1c2c(nc3nc4ccccc4n13)CCCC2=O,-22,nt,97,7,11,101,99,98,101,99,20
Cc1csc(SCCN2C(=O)c3ccccc3C2=O)n1,5,nt,106,26,32,103,104,101,102,99,1
CN(C)C(=O)c1ccc(NC(=O)CSc2nc3ccccc3[nH]2)cc1,1,-18,95,12,18,93,94,96,96,96,16
CCOc1ccc2c(c1)c1nnc(SCC(=O)N3CCC(C)CC3)nc1n2C,-12,nt,105,63,5,102,102,101,106,102,6
# (list continues)
SMILES,Mcl1 Bid PPI,Pf gametocyte,Rac1 wt GTP bind,GSH fluor,Avidin fluor,Rab2 wt GTP,HRas wt GTP,Rac1 act GTP bind,Cdc42 wt,Rab7 wt GTP bind,Mcl1 Noxa PPI
COc1cccc2[nH]c3c(N4CCCC(C)C4)ncnc3c12 (stereo not given),-23,nt,107,11,16,103,104,104,107,103,29
O=C(O)/C=C\C(=O)Nc1ccccc1F,18,-3,104,11,13,99,98,99,101,101,10
S=C(NCc1ccncc1)Nc1ccc(Cl)cc1Cl,-34,-14,97,7,8,97,95,95,94,99,-2
COc1cc(/C=C2\SC(=Nc3ccccc3)N(CCc3c[nH]c4ccccc34)C2=O)ccc1OC(C)C(=O)O (stereo not given),-6,24,96,16,16,93,93,93,90,98,51*
CS(=O)(=O)c1ccc(-c2nnn(CC(N)=O)n2)cc1,-4,-36,97,11,16,96,94,97,96,98,16
O=C(CN1CCN(c2ccccc2O)CC1)Nc1ccc2c(c1)CCC2,-48,6,101,15,18,97,97,97,98,96,8
O=C(CSc1c[nH]c2ccccc12)NCC1CCCO1 (stereo not given),-27,nt,108,24,9,102,101,100,106,99,11
CCc1ccc(NC(=O)c2ccc(F)c(S(=O)(=O)N(CC)c3ccccc3)c2)cc1,-8,nt,103,21,8,100,99,101,103,100,6
CC(C)(C(=O)Nc1nccs1)c1ccccc1,-14,-7,100,13,12,102,100,95,99,105,-10
Cc1cc(C)cc(OCc2nnc(SCC(=O)c3ccccc3)o2)c1,-15,-9,102,23,7,97,97,97,99,97,10
Cc1nc(COC(=O)c2ccc(CO)cc2)cs1,-24,16,106,35,13,102,102,99,103,105,4
CCOC(=O)c1cnn(-c2nc(OC)cc(OC)n2)c1C(F)(F)F,-8,-43,107,18,15,99,103,101,99,100,-7
Nc1nnc(-c2ccccc2[N+](=O)[O-])o1,-48,nt,103,14,6,102,100,99,100,104,0
CCOC(=O)c1ccc(NC(=O)NCc2ccccc2OC)cc1,-2,-2,104,15,10,96,101,96,98,102,15
CCOc1cc(C(=O)N2CCN(c3ccccc3)CC2)cc(OCC)c1OCC,-12,nt,105,33,5,103,101,97,101,100,-6
CCn1c(=O)cc(SCC(=O)Nc2ccc(C)cn2)c2ccccc21,-59,-6,97,19,6,96,97,97,98,96,3
CCOc1ccc(-c2nc(CSc3nnc(C)s3)cs2)cc1OC,-29,0,101,42,8,97,99,96,99,99,13
COc1ccc2c(c1)C(=O)c1ccccc1CO2,-13,14,116,31,12,107,107,111,113,104,-13
Cc1ccc(OCc2nnc(NC(=O)c3ccco3)s2)cc1,0,nt,106,48,7,102,103,98,102,105,8
Nc1c(S(=O)(=O)c2cccs2)c2nc3ccccc3nc2n1CC1CCCO1 (stereo not given),9,nt,98,12,37,95,96,96,96,98,16
N=c1c2c3c(sc2ncn1CCN1CCOCC1)CCCCC3,-4,nt,107,28,15,100,102,101,103,98,2
C=CCn1c(CCC)nc2ccccc21,-8,nt,101,9,12,101,97,95,97,110,2
COC(=O)c1c(NC(=O)C2COc3ccccc3O2)sc2c1CCN(C(C)=O)C2 (stereo not given),-15,10,103,7,4,98,99,98,100,97,10

# Laid out differently: results already given.
# Value order – Mcl1 Bid PPI	Pf gametocyte	Rac1 wt GTP bind	GSH fluor	Avidin fluor	Rab2 wt GTP	HRas wt GTP	Rac1 act GTP bind	Cdc42 wt	Rab7 wt GTP bind	Mcl1 Noxa PPI
CCOC(=O)c1ccc(NC(=O)NCc2ccccc2OC)cc1
 : -2	-2	104	15	10	96	101	96	98	102	15
COc1cccc2[nH]c3c(N4CCCC(C)C4)ncnc3c12 (stereo not given)
 : -23	nt	107	11	16	103	104	104	107	103	29
